# Screening results: PubChem, several laboratories
# Bcl-xL primary – Bcl-xL (human) inhibition; Q07817; GST-Bcl-xL / FITC-Bim BH3 peptide fluorescence polarization; inhibition, % at 10.9 µM; 0.7% of 320,000 active; AID 2129;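 active = inhibition above the mean of all tested compounds plus 3 SD, cutoff set per campaign, cut at about 30% in these data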;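 also: 0% = DMSO wells and 100% = unlabeled Bim-BH3 peptide competitor; inhibitors lower millipolarization by displacing the labeled peptide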
# MCL1 BIM primary – disrupts human MCL1 binding to BIM-BH3 peptide. Q07820. GST-MCL1 / FITC-Bim-BH3 fluorescence polarization. inhibition, % at 10.9 µM. 0.68% of 320,000 active. AID 2057;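 active = inhibition above the mean inhibition of all tested compounds plus 3 SD, set per campaign, cut at about 40% in these data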;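 also: 0% = DMSO wells and 100% = unlabeled Bim-BH3 peptide control; higher means more loss of mP so more displacement of Bim peptide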
# Fam108B inh – blocks mouse Fam108B hydrolase in RBBP9 counter-screen; recombinant Fam108B, FP-Rh probe fluorescence polarization; AID 1947; inhibition, % at 9.51 µM; 0.33% of 300,000 active;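 active = inhibition above the screen mean inhibition plus 3 SD, computed separately per campaign, cut at about 18% in these data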;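 also: inhibitors lower polarization as less probe binds the enzyme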
# VLA-4 inh – inhibition in a human VLA-4 binding assay | P13612 | VLA-4 expressing cells, ligand binding flow cytometry | inhibition, % (about 7 µM as worked out from the volumes in the protocol) | 0.2% of 330,000 active | AID 2557; in the data active = inhibition above about 50%
# CIT2 TOR yeast – yeast TOR pathway CIT2-GFP modulation. S. cerevisiae CIT2-GFP strain, flow cytometry, 3 h; 100 means same as DMSO wells. GFP response vs DMSO, % at 10 µM. 0.065% of 320,000 active. AID 2029;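 active = GFP response relative to DMSO above a set limit, near the screen mean plus 3 SD, cut at about 150% in these data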;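 also: ratio of well median GFP fluorescence to mean of DMSO wells on the plate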
# GLD-1 TGE inh – GLD-1-TGE RNA interaction inhibition (C. elegans); purified GLD-1 + fluorescein TGE RNA, fluorescence polarization; inhibition, % at 5.96 µM; 0.44% of 320,000 active; AID 2280;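 active = percent inhibition above a per-plate cutoff, the plate mean of test compounds plus 3 SD, cut at about 30% in these data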;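 also: 0% = DMSO wells with GLD-1 and probe and 100% = wells lacking GLD-1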
# Target sequence (Q17339 whole entry, looked up): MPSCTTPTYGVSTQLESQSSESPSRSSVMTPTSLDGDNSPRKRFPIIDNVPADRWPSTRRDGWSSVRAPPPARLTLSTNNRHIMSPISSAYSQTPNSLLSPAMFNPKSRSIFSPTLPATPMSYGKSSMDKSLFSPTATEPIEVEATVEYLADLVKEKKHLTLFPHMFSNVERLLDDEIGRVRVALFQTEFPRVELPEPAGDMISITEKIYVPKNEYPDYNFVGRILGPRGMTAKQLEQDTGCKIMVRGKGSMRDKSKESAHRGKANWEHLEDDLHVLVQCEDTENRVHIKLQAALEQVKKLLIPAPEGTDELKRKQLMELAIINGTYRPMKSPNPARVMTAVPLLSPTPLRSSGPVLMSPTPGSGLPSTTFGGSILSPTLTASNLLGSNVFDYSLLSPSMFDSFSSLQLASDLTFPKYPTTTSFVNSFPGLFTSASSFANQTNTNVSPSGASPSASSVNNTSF
# AGP1 TOR yeast – yeast TOR pathway AGP1-GFP modulation; S. cerevisiae AGP1-GFP multiplex flow cytometry, 3 h; GFP as percent of DMSO wells; GFP response vs DMSO, % at 10 µM; 0.02% of 320,000 active;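 active = GFP response relative to DMSO above a set limit, near screen average plus 3 SD, cut at about 150% in these data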;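 also: median GFP channel fluorescence of the gated AGP1 strain per well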
# MEX-5 binding – C. elegans MEX-5 TCR-2 RNA binding activity | activity score (negative = inhibition of binding), % at 10 µM | Q9XUB2 | AID 1832 | 0.38% of 300,000 active | MEX-5/FITC-TCR2 RNA binding, fluorescence polarization; stronger effect = lower value;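 active = inhibition past about -25% in most replicates, and total fluorescence under double the plate's negative control median, limit read from the data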;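 also: 0% = DMSO and -100% = 5 µM competing unlabeled TCR2 RNA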
# Target sequence (Q9XUB2 whole entry, looked up): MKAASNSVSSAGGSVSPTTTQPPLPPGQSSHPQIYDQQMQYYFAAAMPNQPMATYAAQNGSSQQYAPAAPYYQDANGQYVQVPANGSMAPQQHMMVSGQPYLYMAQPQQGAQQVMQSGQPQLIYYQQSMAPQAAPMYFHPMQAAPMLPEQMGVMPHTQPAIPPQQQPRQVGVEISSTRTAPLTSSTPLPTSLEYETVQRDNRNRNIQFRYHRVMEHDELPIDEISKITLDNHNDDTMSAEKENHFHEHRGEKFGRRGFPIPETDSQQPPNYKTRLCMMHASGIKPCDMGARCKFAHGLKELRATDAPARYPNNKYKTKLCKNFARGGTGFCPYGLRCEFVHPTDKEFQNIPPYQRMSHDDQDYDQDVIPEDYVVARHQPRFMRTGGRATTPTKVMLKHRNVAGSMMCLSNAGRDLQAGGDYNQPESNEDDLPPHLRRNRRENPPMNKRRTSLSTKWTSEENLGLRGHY
# GRK2 inh – human GRK2 inhibition via aptamer displacement | P25098 | bead flow cytometry, FAM-aptamer displacement from GRK2 | inhibition of aptamer binding, % at 10 µM | 0.59% of 330,000 active | AID 488847;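 active = inhibition of aptamer binding above 40%, roughly 3 SD of noise, on plates passing a quality check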;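 also: median bead fluorescence of bound FAM aptamer so fluorescent compounds give negative values; no value below 0 was filed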
# Starred values were filed as active, the others as inactive; . = not tested or not shown.
SMILES,Bcl-xL primary,MCL1 BIM primary,Fam108B inh,VLA-4 inh,CIT2 TOR yeast,GLD-1 TGE inh,AGP1 TOR yeast,MEX-5 binding,GRK2 inh
Cn1c(-c2ccsc2)c(-c2cccs2)c2cc(-c3cccc4[nH]ccc34)ccc21,-4,-11,.,31,96,-1,98,.,0
COc1ccccc1N1CCN(CC(=O)N(CC(C)C)c2c(N)n(CC(C)C)c(=O)[nH]c2=O)CC1,11,4,-2,3,104,4,101,0.0,0
O=C1CCC(=O)N1CNc1ccccn1,4,7,-4,-10,106,9,97,-4.5,0
COc1ccc(N2C(=O)c3cc4ccccc4cc3C2=O)cc1,2,7,5,-13,105,-3,93,-2.5,1
Cc1nc2ccccc2n1S(=O)(=O)c1ccc(Br)cc1,10,6,1,-12,103,5,103,2.3,2
COc1ccc(OC)c(/C=N\NC(=O)c2cc3c(ccc4ccccc43)o2)c1,2,8,-19,18,100,-4,99,-0.7,5
O=C(Nc1ccnn1C1CCN(C(=O)c2ccc(F)cc2)CC1)C1CCOC1 (centres undefined),8,4,3,6,102,5,103,-0.7,8
CCOC(=O)c1c(-c2ccc(F)cc2)csc1NC(=O)C1CC=CCC1C(=O)O (centres undefined),8,12,2,-3,89,-4,97,0.3,95*
CCC(C)CCN1C(Nc2ccccc2)=NC[C@@H]1Cc1ccccc1 (some centres undefined),-1,2,2,35,67,3,76,2.6,2
CCOc1ccccc1-c1noc(CCCC(=O)NC2CCCCC2)n1,3,-6,0,0,112,-8,99,0.4,1
O=C(NCc1ccccc1)c1c[nH]c2ccc(S(=O)(=O)Nc3ccc4c(c3)OCCO4)cc2c1=O,2,-2,1,5,102,-2,107,2.1,9
COc1ccc(-c2cc(C(=O)N3CCN(Cc4ccccc4)CC3)no2)cc1OC,0,-1,0,2,110,6,108,0.1,0
COc1ccccc1N1CCN(C(=O)CCS(=O)(=O)c2ccc3c(c2)oc(=O)n3C)CC1,7,2,0,16,98,-4,99,2.2,5
CCOc1ccccc1Nc1nnc(SCC(=O)Nc2cccc(S(=O)(=O)NC3=NCCCCC3)c2)s1,4,3,1,8,101,1,99,0.5,2
CC(=O)OCCn1c(=O)c2cc3c(=O)n(CCOC(C)=O)c(=O)c3cc2c1=O,5,6,-2,-6,104,3,108,0.1,0
O=C(Nc1nncs1)c1ccccc1NS(=O)(=O)c1cccs1,9,7,-11,13,98,-5,105,-1.9,3
O=C(NCc1ccc(Cl)cc1)C(=O)NCC1OCCN1S(=O)(=O)c1cc(F)ccc1F (centres undefined),1,0,-1,-4,108,3,100,2.4,0
Cc1ccc(C(=O)O)cc1NC(=O)CSc1ncnc2sc3c(c12)CCC3,6,0,4,-6,98,0,105,-0.5,0
Cc1noc(NS(=O)(=O)c2ccc(NC(=O)c3oc4ccc(Cl)cc4c3C)cc2)c1C,9,-1,2,-4,93,-3,91,-1.5,1
Cc1ccccc1Cn1c2ccccc2c2cn[nH]c(=O)c21,5,2,-2,5,95,0,99,0.6,4

# By substructure, the compounds so far containing fluorine
SMILES,Bcl-xL primary,MCL1 BIM primary,Fam108B inh,VLA-4 inh,CIT2 TOR yeast,GLD-1 TGE inh,AGP1 TOR yeast,MEX-5 binding,GRK2 inh
O=C(Nc1ccnn1C1CCN(C(=O)c2ccc(F)cc2)CC1)C1CCOC1 (centres undefined),8,4,3,6,102,5,103,-0.7,8
CCOC(=O)c1c(-c2ccc(F)cc2)csc1NC(=O)C1CC=CCC1C(=O)O (centres undefined),8,12,2,-3,89,-4,97,0.3,95*
O=C(NCc1ccc(Cl)cc1)C(=O)NCC1OCCN1S(=O)(=O)c1cc(F)ccc1F (centres undefined),1,0,-1,-4,108,3,100,2.4,0

# The list continues.
SMILES,Bcl-xL primary,MCL1 BIM primary,Fam108B inh,VLA-4 inh,CIT2 TOR yeast,GLD-1 TGE inh,AGP1 TOR yeast,MEX-5 binding,GRK2 inh
CC(C)(C)c1csc(Sc2ncccc2[N+](=O)[O-])n1,2,-6,3,0,94,4,101,-0.6,2
COC(=O)c1ccc(C2CC(=O)NC3=C2C(=O)CCC3)cc1 (centres undefined),7,0,1,17,112,2,109,3.0,3
COC(=O)c1ccc(-c2nc(O)c(C)s2)cc1,14,19,2,8,97,-1,97,-2.8,0
Nc1nc(Nc2ccccc2)nc2c1ncn2[C@@H]1O[C@H](CO)[C@@H](O)[C@H]1O,-2,-2,0,56*,97,7,97,2.8,2
O=C(c1ccncc1)N1CCN(S(=O)(=O)c2cccc(Cl)c2)CC1,0,4,-4,1,95,-7,107,1.7,3
O=C(NNc1nc2c(F)cccc2s1)c1cc(=O)c2ccccc2o1,-2,-6,4,-22,96,-3,99,-7.9,0
CN1CCN(S(=O)(=O)c2ccc(NC(=O)c3ccc(F)cc3)cc2)CC1,7,2,7,16,87,-4,.,2.8,0
N#Cc1ccc(C(=O)Nc2nc(-c3cccs3)c(C(=O)C(F)(F)F)s2)cc1,2,-3,-10,23,98,10,95,1.1,2
O=C1NC(Cc2ccccc2)c2nc3cc(F)ccc3c(=O)n2-c2cc(Cl)ccc21 (centres undefined),6,13,.,3,100,-3,103,.,2
CC1(C)CC(=O)C=C(NNC(=O)c2cccnc2)C1,19,17,0,-1,102,81*,104,-11,1
CC1CCCCC1NCC(=O)NCc1ccc(F)cc1 (centres undefined),3,-1,-4,13,117,7,109,-1.5,1
O=c1cnnc(Nc2ccc(Cl)c(C(F)(F)F)c2)[nH]1,5,-3,1,-4,.,14,90,1.7,1
Cc1ccc(S(=O)(=O)N(C#N)c2nc(C)cc(C)n2)cc1,7,8,11,12,100,2,103,-3.1,2
CCSc1nc(C)nc2c1oc1ccccc12,3,-3,0,9,92,-3,84,2.8,0
CNS(=O)(=O)c1cc(OC)c(OC)cc1CC(=O)OC,3,4,-3,16,100,6,96,-1.1,1
CNC(=O)C(=O)NCC(c1cccs1)S(=O)(=O)c1ccc(F)cc1 (centres undefined),-1,4,3,-6,103,7,104,-0.3,3
CCc1nc(NCCC(C)C)c(C#N)c2c1CCCC2,-1,2,-4,7,104,-8,109,-0.4,0
N#Cc1cccc(S(=O)(=O)NCC(=O)NCc2ccc3c(c2)OCO3)c1,1,7,.,12,99,2,94,.,1
COC(=O)[C@]12C(=O)C(C)=C(O)[C@@]1(C)C(C)=CC1[C@@]34CC[C@@H](OC(C)=O)C(C)(C)C3C(C[C@]12C)OC4=O (some centres undefined),6,4,1,13,105,3,101,0.5,3
O=C(OCc1nnc(-c2ccccc2)o1)c1cc(S(=O)(=O)N2CCOCC2)ccc1F,-3,-7,-1,6,102,9,112,-1.8,2

# The closing 5 entries of the part above lead into the next.
SMILES,Bcl-xL primary,MCL1 BIM primary,Fam108B inh,VLA-4 inh,CIT2 TOR yeast,GLD-1 TGE inh,AGP1 TOR yeast,MEX-5 binding,GRK2 inh
CNC(=O)C(=O)NCC(c1cccs1)S(=O)(=O)c1ccc(F)cc1 (centres undefined),-1,4,3,-6,103,7,104,-0.3,3
CCc1nc(NCCC(C)C)c(C#N)c2c1CCCC2,-1,2,-4,7,104,-8,109,-0.4,0
N#Cc1cccc(S(=O)(=O)NCC(=O)NCc2ccc3c(c2)OCO3)c1,1,7,.,12,99,2,94,.,1
COC(=O)[C@]12C(=O)C(C)=C(O)[C@@]1(C)C(C)=CC1[C@@]34CC[C@@H](OC(C)=O)C(C)(C)C3C(C[C@]12C)OC4=O (some centres undefined),6,4,1,13,105,3,101,0.5,3
O=C(OCc1nnc(-c2ccccc2)o1)c1cc(S(=O)(=O)N2CCOCC2)ccc1F,-3,-7,-1,6,102,9,112,-1.8,2
COc1ccc(C(C(=O)NC2CCCC2)N(C(=O)c2ccco2)c2ccccc2OC)cc1 (centres undefined),5,3,1,-5,105,1,109,2.7,2
Cc1sc2nc(CSCC(=O)N(C)CC(=O)Nc3ccc(F)cc3)[nH]c(=O)c2c1C,16,8,-3,6,94,2,95,2.8,1
Nc1ccc(N=Nc2ccccc2O)c(N)c1,17,28,4,6,95,-3,94,-12,1
COc1ccc(CC(=O)NCc2ccccc2Cl)cc1S(=O)(=O)N1CCOCC1,0,-8,-1,-2,97,-3,99,2.7,3
NC1=NCc2ccccc21,-1,-9,0,9,100,-5,105,-0.3,0
Cc1sc(NC(=S)Nc2ccc(F)cc2)c(C(N)=O)c1C,6,0,1,-11,89,0,90,1.4,0
Nc1nc(Cl)cc(N2CCC(c3cc(-c4ccc(Cl)cc4)n[nH]3)CC2)n1,-4,-3,-16,11,101,4,100,1.1,0
O=C(CSc1nc(-c2ccccc2)cc(C(F)(F)F)n1)NCc1cccs1,1,2,-4,8,100,1,100,1.3,0
CCN(CC)c1ccc(S(=O)(=O)N2CCOCC2)cc1NC(=O)CSc1ccccc1,1,-3,3,0,83,12,91,5.0,0
CCCCC(=O)N1CCN(c2nc3ccc(Br)cc3s2)CC1,6,-1,2,2,91,2,95,-0.2,4
O=C(N/N=C/c1ccc(O)cc1)c1ccncc1,-1,1,0,-2,97,-7,95,1.5,0
CCN(CC)S(=O)(=O)c1cccc(C(=O)Nc2ccccc2C(=O)N2CCOCC2)c1,0,-2,0,0,100,2,101,0.0,4
COc1ccc(NC(=O)COC(=O)Cc2ccc(-c3ccccc3)cc2)c(OC)c1,-1,-6,-3,-9,97,2,106,1.8,0
CSc1sc(-c2ccnc(SCCS(C)(=O)=O)n2)c(-c2ccccc2)c1C#N,3,1,-2,26,103,5,108,-0.2,0
CC(C(=O)N1CCC(C(N)=O)CC1)N(c1ccc(Oc2ccccc2)cc1)S(C)(=O)=O (centres undefined),1,6,7,11,88,3,98,0.5,4
CN(C(=O)COC(=O)c1ccccc1Nc1ccccc1)c1c(N)n(Cc2ccccc2)c(=O)[nH]c1=O,-5,-10,-3,45,109,7,107,0.7,0
CCOc1ccc(NC(=O)C2CCN(C(=O)NCc3ccccc3)CC2)cc1,2,3,1,14,103,-5,103,-0.3,3
CC(=O)c1ccc(S(=O)(=O)N2CCc3ccccc3C2)cc1,6,5,0,0,102,8,103,0.8,0

# Entries of single compounds, looked up by structure. Order of screens: Bcl-xL primary, MCL1 BIM primary, Fam108B inh, VLA-4 inh, CIT2 TOR yeast, GLD-1 TGE inh, AGP1 TOR yeast, MEX-5 binding, GRK2 inh
# `CCN(CC)S(=O)(=O)c1cccc(C(=O)Nc2ccccc2C(=O)N2CCOCC2)c1` is listed with 0, -2, 0, 0, 100, 2, 101, 0.0, 4
# `COc1ccc(CC(=O)NCc2ccccc2Cl)cc1S(=O)(=O)N1CCOCC1` is listed with 0, -8, -1, -2, 97, -3, 99, 2.7, 3
# `CC(C(=O)N1CCC(C(N)=O)CC1)N(c1ccc(Oc2ccccc2)cc1)S(C)(=O)=O` (centres undefined) is listed with 1, 6, 7, 11, 88, 3, 98, 0.5, 4
# `CCOc1ccc(NC(=O)C2CCN(C(=O)NCc3ccccc3)CC2)cc1` is listed with 2, 3, 1, 14, 103, -5, 103, -0.3, 3
# `O=C(CSc1nc(-c2ccccc2)cc(C(F)(F)F)n1)NCc1cccs1` is listed with 1, 2, -4, 8, 100, 1, 100, 1.3, 0
